# NSD2 block: inhibitors of human NSD2, primary screen, biochemical, plate reader, single point. inhibition, % at 12.5 µM. NSD2-SET H3K36me1 DELFIA fluorescence. 44,000 compounds, 0.07% hits. Histone-lysine N-methyltransferase NSD2 (Homo sapiens), O96028; in the data active = inhibition above about 54%, passing the limit was not always enough; inconclusive = no clear call, values can overlap the other calls;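 note: inhibitors reduce the monomethyl H3K36 fluorescence signal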
# * hit, by the source's call; ? = inconclusive. Not all compounds are listed; count on the stated rates, not on these rows.
C[C@@H]1CN([C@H](C)CO)C(=O)c2cc(NS(=O)(=O)c3ccc(F)cc3)ccc2O[C@@H](C)CCCCO[C@H]1CN(C)Cc1ccc2c(c1)OCO2
  NSD2 block = 5

C[C@@H]1CN([C@H](C)CO)C(=O)c2cc(NC(=O)c3ccncc3)ccc2O[C@@H](C)CCCCO[C@@H]1CN(C)CC1CC1
  NSD2 block = 1

CC(C)NC(=O)N(C)C[C@H]1Oc2ccc(NS(=O)(=O)c3ccccc3)cc2C(=O)N([C@@H](C)CO)C[C@@H]1C
  NSD2 block = 3

C[C@@H]1CN([C@H](C)CO)C(=O)c2cc(C3=CCCC3)cnc2O[C@@H]1CN(C)C(=O)CN(C)C
  NSD2 block = -1

CC(C)NC(=O)N(C)C[C@H]1OCCCC[C@@H](C)Oc2ccc(NC(=O)c3ccncc3)cc2C(=O)N([C@@H](C)CO)C[C@@H]1C
  NSD2 block = 1

C[C@@H]1CN([C@H](C)CO)C(=O)c2cccc(NS(=O)(=O)c3cccs3)c2O[C@@H]1CN(C)Cc1ccc2c(c1)OCO2
  NSD2 block = -1

O=C(CCCCCCC(=O)Nc1ccccc1O)N/N=C/c1ccc(Br)o1
  NSD2 block = -1

CCCN(C)C[C@H]1OCCCC[C@@H](C)Oc2ccc(NC(=O)CCCN(C)C)cc2C(=O)N([C@@H](C)CO)C[C@H]1C
  NSD2 block = 21

COc1ccc(S(=O)(=O)N(C)C[C@@H]2Oc3ccc(NC(=O)C4CC4)cc3C(=O)N([C@H](C)CO)C[C@H]2C)cc1
  NSD2 block = 0

OC(CCCN1CCN(c2ncc(F)cn2)CC1)c1ccc(F)cc1 (stereo not given)
  NSD2 block = 5

C[C@H](CO)N1C[C@H](C)[C@H](CN(C)Cc2ccc(F)cc2)Oc2cc(C#Cc3ccccn3)ccc2S1(=O)=O
  NSD2 block = -1

CSCC1OC(n2cnc3c(=O)[nH]cnc32)C(O)C1O (stereo not given)
  NSD2 block = 2

C[C@@H](NC(=O)C[C@@H]1C=C[C@@H](NC(=O)Cc2ccccn2)[C@@H](CO)O1)c1ccccc1
  NSD2 block = 11

C[C@H]1CCCCO[C@@H](CN(C)C(=O)C2CCCCC2)[C@@H](C)CN([C@@H](C)CO)C(=O)c2cc(NS(=O)(=O)c3cccs3)ccc2O1
  NSD2 block = -3

C[C@H]1CN([C@@H](C)CO)C(=O)c2cc(-c3cccc(F)c3)cnc2O[C@@H]1CN(C)C(=O)c1ccccn1
  NSD2 block = 3

C[C@@H]1CCCCO[C@@H](CN(C)C(=O)Cc2ccccc2)[C@H](C)CN([C@H](C)CO)C(=O)c2cc(NC(=O)NC3CCCCC3)ccc2O1
  NSD2 block = -6

CCC(=O)N(C)C[C@@H]1Oc2ncc(C#Cc3ccc(OC)cc3)cc2C(=O)N([C@@H](C)CO)C[C@@H]1C
  NSD2 block = 0

C[C@@H]1CN([C@@H](C)CO)C(=O)Cc2cc(NC(=O)CCCN(C)C)ccc2O[C@H]1CN(C)C(=O)Nc1ccccc1
  NSD2 block = 3

C[C@@H]1CN([C@H](C)CO)C(=O)c2cc(Br)cnc2O[C@@H]1CN(C)C(=O)Nc1ccccc1
  NSD2 block = -9

O=C(Nc1ccc2c(c1)[C@H]1C[C@@H](CC(=O)N3CCOCC3)O[C@H](CO)[C@H]1O2)Nc1ccccc1F
  NSD2 block = 4

COCC(=O)N(C)C[C@H]1Oc2ncc(C#C[C@@H](C)O)cc2C(=O)N([C@@H](C)CO)C[C@H]1C
  NSD2 block = 1

CNC[C@@H]1Oc2ccc(NC(=O)NC(C)C)cc2CC(=O)N([C@H](C)CO)C[C@H]1C
  NSD2 block = 4

C[C@@H]1CN([C@H](C)CO)C(=O)Cc2cc(NC(=O)Nc3ccc(C(F)(F)F)cc3)ccc2O[C@H]1CN(C)Cc1ccc(-c2ccccc2)cc1
  NSD2 block = -1

COc1ccc(C#Cc2cnc3c(c2)C(=O)N([C@@H](C)CO)C[C@@H](C)[C@@H](CN(C)C(=O)CN(C)C)O3)cc1
  NSD2 block = 9

C[C@H]1CN([C@@H](C)CO)C(=O)c2cc(NC(=O)C3CCCCC3)ccc2O[C@@H]1CN(C)Cc1ccc2c(c1)OCO2
  NSD2 block = 1

# Overlap with the part before: 6 entries; new compounds follow.
O=C(Nc1ccc2c(c1)[C@H]1C[C@@H](CC(=O)N3CCOCC3)O[C@H](CO)[C@H]1O2)Nc1ccccc1F
  NSD2 block = 4

COCC(=O)N(C)C[C@H]1Oc2ncc(C#C[C@@H](C)O)cc2C(=O)N([C@@H](C)CO)C[C@H]1C
  NSD2 block = 1

CNC[C@@H]1Oc2ccc(NC(=O)NC(C)C)cc2CC(=O)N([C@H](C)CO)C[C@H]1C
  NSD2 block = 4

C[C@@H]1CN([C@H](C)CO)C(=O)Cc2cc(NC(=O)Nc3ccc(C(F)(F)F)cc3)ccc2O[C@H]1CN(C)Cc1ccc(-c2ccccc2)cc1
  NSD2 block = -1

COc1ccc(C#Cc2cnc3c(c2)C(=O)N([C@@H](C)CO)C[C@@H](C)[C@@H](CN(C)C(=O)CN(C)C)O3)cc1
  NSD2 block = 9

C[C@H]1CN([C@@H](C)CO)C(=O)c2cc(NC(=O)C3CCCCC3)ccc2O[C@@H]1CN(C)Cc1ccc2c(c1)OCO2
  NSD2 block = 1

COc1cc(OC2OC(COC3OCC(O)(CO)C3O)C(O)C(O)C2O)c2c(-c3ccc(O)c(O)c3)cc(=O)oc2c1 (stereo not given)
  NSD2 block = 4

Cc1noc(C)c1S(=O)(=O)Nc1ccc2c(c1)C(=O)N([C@@H](C)CO)C[C@H](C)[C@@H](CN(C)C(=O)Nc1ccc(F)cc1)OCCCC[C@H](C)O2
  NSD2 block = 12

O=C(CCCCC(=O)N/N=C/c1ccc(F)c(Oc2ccccc2)c1)NO
  NSD2 block = -9

C[C@@H]1CN([C@@H](C)CO)C(=O)c2cccc(N(C)C)c2O[C@H]1CN(C)Cc1ccc(C(F)(F)F)cc1
  NSD2 block = -3

COc1ccc(NC(=O)N(C)C[C@H]2Oc3ccc(NC(=O)Nc4c(C)noc4C)cc3CC(=O)N([C@@H](C)CO)C[C@@H]2C)cc1
  NSD2 block = -2

Cc1ccc(S(=O)(=O)Nc2ccc3c(c2)C(=O)N([C@H](C)CO)C[C@@H](C)[C@@H](CN(C)C)O3)cc1
  NSD2 block = -3

CC(C)CC#Cc1ccc2c(c1)O[C@H](CN(C)C(=O)c1ccccn1)[C@@H](C)CN([C@@H](C)CO)S2(=O)=O
  NSD2 block = -4

COc1ccc(NC(=O)Nc2ccc3c(c2)CC(=O)N([C@@H](C)CO)C[C@H](C)[C@H](CN(C)S(=O)(=O)c2c(C)noc2C)O3)cc1
  NSD2 block = 5

C[C@H]1CN([C@@H](C)CO)C(=O)c2cc(NS(=O)(=O)c3ccccc3)ccc2O[C@H]1CN(C)S(=O)(=O)c1ccccc1
  NSD2 block = 31

O=C(CCCCCCC(=O)Nc1ccccc1O)N/N=C/c1cccc(OCCO)c1
  NSD2 block = 1

COc1ccc(CN(C)C[C@H]2OCCCC[C@H](C)Oc3ccc(NC(=O)Nc4ccc(F)cc4)cc3C(=O)N([C@H](C)CO)C[C@H]2C)cc1
  NSD2 block = 9

COc1ccc(NC(=O)N(C)C[C@H]2Oc3ccc(NS(=O)(=O)c4c(C)noc4C)cc3C(=O)N([C@H](C)CO)C[C@H]2C)cc1
  NSD2 block = -1

COc1ccc(NC(=O)N(C)C[C@@H]2Oc3ccc(NC(=O)Cc4ccccc4)cc3C(=O)N([C@H](C)CO)C[C@H]2C)cc1
  NSD2 block = -2

COc1ccc(NC(=O)N(C)C[C@@H]2Oc3ccc(NS(=O)(=O)c4ccc(Cl)cc4)cc3CC(=O)N([C@@H](C)CO)C[C@@H]2C)cc1
  NSD2 block = -6

C[C@H](CO)N1C[C@H](C)[C@H](CN(C)S(=O)(=O)c2ccccc2)OCCCC[C@H](C)Oc2ccc(NC(=O)C3CCCCC3)cc2C1=O
  NSD2 block = -1

O=C(C[C@H]1CC[C@@H](NC(=O)NC2CCCCC2)[C@H](CO)O1)NCc1ccccc1
  NSD2 block = 0

Cc1[nH]c2ccccc2c1C(=O)CSc1nncn1C
  NSD2 block = 2

COc1ccc(NC(=O)Nc2ccc3c(c2)C(=O)N([C@@H](C)CO)C[C@H](C)[C@H](CN(C)C(=O)Nc2ccc4c(c2)OCO4)O3)cc1
  NSD2 block = -1

CCC(=O)N(C)C[C@H]1Oc2cc(C#CC(C)(C)O)ccc2S(=O)(=O)N([C@@H](C)CO)C[C@@H]1C
  NSD2 block = 1

C[C@@H]1CN([C@@H](C)CO)C(=O)c2cc(C#CC3(O)CCCC3)cnc2O[C@H]1CN(C)S(=O)(=O)c1cccc(F)c1
  NSD2 block = -3

C[C@H]1CN([C@@H](C)CO)C(=O)c2cc(C#Cc3ccccc3F)cnc2O[C@H]1CN(C)C(=O)C1CCC1
  NSD2 block = -3

COc1ccc(NC(=O)N(C)C[C@H]2Oc3ccc(NC(=O)CCC(F)(F)F)cc3CC(=O)N([C@@H](C)CO)C[C@@H]2C)cc1
  NSD2 block = 1

C[C@@H]1CN([C@@H](C)CO)C(=O)Cc2cc(NS(=O)(=O)c3cn(C)cn3)ccc2O[C@@H]1CN(C)C(=O)Nc1ccc(C(F)(F)F)cc1
  NSD2 block = -1

C[C@H]1CN([C@@H](C)CO)C(=O)c2cc(-c3cccc(F)c3)cnc2O[C@H]1CN(C)S(=O)(=O)c1cccc(F)c1
  NSD2 block = 10

C[C@H]1CN([C@@H](C)CO)S(=O)(=O)c2ccc(C#CC3CC3)cc2O[C@H]1CN(C)Cc1cccnc1
  NSD2 block = -9

C[C@H](CO)N1C[C@H](C)[C@H](CN(C)C(=O)Nc2ccc3c(c2)OCO3)OCCCC[C@H](C)Oc2ccc(NC(=O)c3ccccc3)cc2C1=O
  NSD2 block = -4

COc1ccc(C#Cc2cnc3c(c2)C(=O)N([C@H](C)CO)C[C@H](C)[C@H](CN(C)C(C)=O)O3)cc1
  NSD2 block = -2

C[C@H](CO)N1C[C@H](C)[C@@H](CN(C)CC2CC2)Oc2ccc(NS(C)(=O)=O)cc2CC1=O
  NSD2 block = -2

C[C@@H]1CCCCO[C@H](CN(C)Cc2ccc(C(=O)Nc3ccccc3N)cc2)[C@@H](C)CN([C@H](C)CO)C(=O)c2cc(NS(C)(=O)=O)ccc2O1
  NSD2 block = -5

Cc1noc(C)c1S(=O)(=O)Nc1ccc2c(c1)CC(=O)N([C@H](C)CO)C[C@@H](C)[C@@H](CN(C)S(=O)(=O)c1ccc(Cl)cc1)O2
  NSD2 block = 2

CC(C)NC(=O)Nc1ccc2c(c1)CC(=O)N([C@@H](C)CO)C[C@H](C)[C@H](CN(C)C(=O)Nc1ccc(C(F)(F)F)cc1)O2
  NSD2 block = 2

C[C@H](CO)N1C[C@H](C)[C@@H](CN(C)C(=O)Nc2ccccc2)Oc2ccc(N(C)C)cc2C1=O
  NSD2 block = 3

COc1ccc([C@H]2C[C@H]3C(Br)=CC2C(=O)[C@]32CO2)cc1OC
  NSD2 block = 2

C[C@H]1CN([C@@H](C)CO)C(=O)c2cccc(NS(C)(=O)=O)c2O[C@H]1CN(C)S(=O)(=O)c1cccs1
  NSD2 block = -8

CNC[C@H]1Oc2cc(C#CCN(C)C)ccc2S(=O)(=O)N([C@@H](C)CO)C[C@@H]1C
  NSD2 block = 7

CCOc1cc(/C=N/NC(=O)c2cccc(C(=O)NO)c2)ccc1O
  NSD2 block = 0

C[C@H](CO)N1C[C@H](C)[C@H](CN(C)C(=O)c2ccccc2)Oc2ncc(C#Cc3ccccc3)cc2C1=O
  NSD2 block = -2

C[C@@H]1CN([C@H](C)CO)C(=O)c2cc(C#CCC3CCCC3)cnc2O[C@@H]1CN(C)C(=O)CN(C)C
  NSD2 block = -10

C[C@H](CO)N1C[C@H](C)[C@@H](CN(C)C(=O)NC2CCCCC2)Oc2ccc(NC(=O)C3CCCCC3)cc2C1=O
  NSD2 block = 5

C[C@H](CO)N1C[C@H](C)[C@@H](CN(C)Cc2ccc(C(F)(F)F)cc2)OCCCC[C@H](C)Oc2ccc(N(C)C)cc2C1=O
  NSD2 block = -1

C[C@@H]1CN([C@H](C)CO)C(=O)c2ccccc2-c2ccccc2CO[C@@H]1CN(C)S(=O)(=O)c1ccccc1C#N
  NSD2 block = -4

C=CCOC(=O)C1=C[C@H](c2coc3ccccc3c2=O)C[C@H](OCCCCO)O1
  NSD2 block = -1

COc1ccc(NC(=O)C(OC(=O)c2ccccc2)c2cccs2)cc1 (stereo not given)
  NSD2 block = -2

C[C@@H]1CN([C@H](C)CO)C(=O)c2cc(NS(=O)(=O)c3cccs3)ccc2O[C@@H](C)CCCCO[C@H]1CN(C)S(=O)(=O)c1cccs1
  NSD2 block = -1

CC(C)NC(=O)N(C)C[C@@H]1Oc2ncc(C#Cc3ccc(F)cc3)cc2C(=O)N([C@@H](C)CO)C[C@H]1C
  NSD2 block = ?

O=C(C[C@@H]1C[C@H]2c3cc(NC(=O)CC4CC4)ccc3O[C@H]2[C@H](CO)O1)NCC(F)(F)F
  NSD2 block = 1

C[C@@H]1CN([C@@H](C)CO)S(=O)(=O)c2ccc(-c3ccccc3F)cc2O[C@H]1CN(C)C(=O)C1CC1
  NSD2 block = -3

C[C@@H]1CCCCO[C@@H](CN(C)Cc2ccc(C(=O)O)cc2)[C@H](C)CN([C@@H](C)CO)C(=O)c2cc(NC(=O)C3CCCCC3)ccc2O1
  NSD2 block = -4

C[C@@H]1CN([C@H](C)CO)C(=O)Cc2cc(NC(=O)Cc3cn(C)c4ccccc34)ccc2O[C@H]1CN(C)C(=O)Nc1ccc(C(F)(F)F)cc1
  NSD2 block = 0

CC(C)C#Cc1ccc2c(c1)O[C@H](CN(C)C(=O)c1ccccn1)[C@@H](C)CN([C@@H](C)CO)S2(=O)=O
  NSD2 block = 1

C[C@H](CO)N1C[C@H](C)[C@H](CN(C)C(=O)Nc2ccccc2)Oc2ccc(NC(=O)CCC(F)(F)F)cc2C1=O
  NSD2 block = -3

CCCC#Cc1ccc2c(c1)O[C@H](CN(C)CC1CCOCC1)[C@@H](C)CN([C@H](C)CO)S2(=O)=O
  NSD2 block = 5

CCCNC(=O)N(C)C[C@@H]1Oc2ncc(-c3ccccc3F)cc2C(=O)N([C@@H](C)CO)C[C@H]1C
  NSD2 block = 4

C[C@@H]1CN([C@H](C)CO)C(=O)c2cc(NC(=O)C3CCCCC3)ccc2O[C@@H](C)CCCCO[C@H]1CN(C)Cc1ccncc1
  NSD2 block = 4

# From PubChem
